From PubChem
Lmaj promast: Leishmania major promastigote growth inhibition, primary screen; Leishmania major promastigotes, resazurin fluorescence viability; inhibition, % at 10 µM; 9% of 200,000 active; in the data active = inhibition above about 50%;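 also: promastigotes grown with compound for 44 hours at 28 °C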
An asterisk follows results filed as active.

| SMILES | Lmaj promast |
| --- | --- |
| CCN(Cc1ccccc1)C(c1ccc(C(F)(F)F)cc1)c1nnnn1C(C)(C)C (stereo not drawn) | 28 |
| COC(=O)c1sc2ccc(C)cc2c1C(=O)OC | -2 |
| Cc1ccc(-n2nnc3c(SCC(=O)N4CCN(c5ccccc5)CC4)ncnc32)cc1 | -5 |
| CCOC(=O)c1c(N)sc(C(=O)N2CCCC(C(N)=O)C2)c1C (stereo not drawn) | -2 |
| CCOC(=O)Cc1csc(NC(=O)CSc2nnc(-c3ccncc3)n2Cc2ccco2)n1 | -3 |
| Cc1ccccc1N1CCN(CCN2C(=O)CC(=C3c4ccccc4-c4ccccc43)C2=O)CC1 | -1 |
| Cn1c(N2CCC(C(N)=O)CC2)nc2c1c(=O)n(Cc1ccc(Br)cc1)c(=O)n2C | -3 |
| Cc1nn(-c2ccccc2)c(Cl)c1/C=C1\N=C(c2ccccc2)OC1=O | -7 |
| CCCn1c(C)nc2c(c1=O)c1nc3ccccc3nc1n2CCc1ccccc1 | 3 |
| COc1ccccc1N1CCN(CCN2C(=O)CC(=C3c4ccccc4-c4ccccc43)C2=O)CC1 | 17 |
| CS(=O)(=O)N(Cc1nc2sc3c(c2c(=O)[nH]1)CCCC3)C1CCCCC1 | 22 |
| Cc1ccc(C(=O)NCC(=O)NCC(=O)OCc2ccc(Oc3ccc([N+](=O)[O-])cc3)cc2)cc1 | -8 |
| CCCCN(CC)C(=O)C1CCC(=O)N(c2ccc(OC)cc2)C1c1ccc(OC)c(OC)c1 (stereo not drawn) | 8 |
| O=S(=O)(c1ccc(F)cc1)N1CCC(N2CCN(c3ccccc3)CC2)CC1 | 9 |
| CCOC(=O)C1=C(CN2CCc3ccccc32)NC(=O)NC1c1cc(C)ccc1C (stereo not drawn) | 11 |
| CC(C)(C)NC(=O)C(c1ccco1)N(C(=O)Cn1nnc(-c2ccc(F)cc2)n1)c1ccccc1 (stereo not drawn) | 28 |
| O=C1c2ccccc2C(=O)N1Cc1nc(-c2cccnc2)no1 | -4 |
| O=C(CSc1ncnc2c1nnn2-c1ccc(F)cc1)N1CCN(c2ccccc2)CC1 | -4 |
| Cc1ccc(-n2nc3c(N4CCN(c5ccccc5)CC4)nnc(C)c3c2C)cc1 | 23 |
| O=C1NC2CCCCC2NC1CC(=O)N1CCN(c2ccccc2)CC1 (stereo not drawn) | -3 |
| CCOC(=O)Nc1ccc([N+](=O)[O-])cc1OC | -3 |
| CC(C)CNC(=O)c1cc2nc(C3CC3)cc(C(F)(F)F)n2n1 | 0 |
| COc1cccc(CN(CC(=O)NCC2CCCO2)C(=O)CNS(=O)(=O)c2ccccc2)c1 (stereo not drawn) | -3 |
| COc1ccc(Cl)cc1N=Cc1c(O)cc(C)oc1=O | -8 |
| CCc1nc(-n2[nH]c(=O)c3ccccc3c2=O)c2c3c(sc2n1)CCCC3 | -7 |

Pulled one by one from the entries so far (6):
| SMILES | Lmaj promast |
| --- | --- |
| CCOC(=O)c1c(N)sc(C(=O)N2CCCC(C(N)=O)C2)c1C (stereo not drawn) | -2 |
| CCN(Cc1ccccc1)C(c1ccc(C(F)(F)F)cc1)c1nnnn1C(C)(C)C (stereo not drawn) | 28 |
| CCc1nc(-n2[nH]c(=O)c3ccccc3c2=O)c2c3c(sc2n1)CCCC3 | -7 |
| Cn1c(N2CCC(C(N)=O)CC2)nc2c1c(=O)n(Cc1ccc(Br)cc1)c(=O)n2C | -3 |
| COc1cccc(CN(CC(=O)NCC2CCCO2)C(=O)CNS(=O)(=O)c2ccccc2)c1 (stereo not drawn) | -3 |
| Cc1ccccc1N1CCN(CCN2C(=O)CC(=C3c4ccccc4-c4ccccc43)C2=O)CC1 | -1 |

(list continues)
| SMILES | Lmaj promast |
| --- | --- |
| O=C1CC(N2CCC(c3nc4ccccc4o3)CC2)C(=O)N1c1ccc(Cl)cc1 (stereo not drawn) | -5 |
| CCOC(=O)C1C(=O)CC(C)(O)C(C(=O)OCC)C1c1ccc2c(c1)OCO2 (stereo not drawn) | -1 |
| CCn1c(-c2cc(Br)ccc2O)n[nH]c1=S | -14 |
| O=C(c1ccccc1)c1ccc(OCC(O)CN2CCOCC2)cc1 (stereo not drawn) | 11 |
| COCCn1c(C)cc(C(=O)CSc2nnc3scc(-c4ccc(Cl)cc4)n23)c1C | -14 |
| Cn1c(NCC(O)c2ccccc2)nc2c1c(=O)n(Cc1ccc(Cl)c(Cl)c1)c(=O)n2C (stereo not drawn) | 38 |
| O=C(c1ccco1)N1CCN(C(c2coc3ccc(Cl)cc3c2=O)c2nnnn2C2CCCC2)CC1 (stereo not drawn) | 43 |
| COc1ccc(NC(=O)Nc2cccc(OC)c2)cc1 | 8 |
| N#CC1=C(N)OC2=C(C(=O)CCC2)C1Cc1ccccc1 (stereo not drawn) | -14 |
| Cc1ccc(Cn2c(=O)c3ccccc3n3c(CCC(=O)O)nnc23)cc1 | -6 |
| Cc1ccc(/C(N)=N/OC(=O)N2c3ccccc3Sc3ccccc32)cc1 | 100* |
| CCCn1c(=NC(C)=O)c(C#N)cc2c(=O)n3cccc(C)c3nc21 | 21 |
| COc1cccc(C(=O)COC(=O)c2ccc(NC(=O)c3ccccc3)cc2)c1 | -10 |
| Cc1ccnc(N2CCN(c3cc(C)c(C#N)c4nc5ccccc5n34)CC2)c1 | 6 |
| Cc1ccc(NS(=O)(=O)c2ccc(NC(=O)c3ccc(-c4ccccc4)cc3)cc2)c(C)c1 | -3 |
| Cc1cccc(-c2cc3nc4c(c(N5CCC6(CC5)OCCO6)n3n2)CCCC4)c1 | 65* |
| Cc1nnc(SCc2cc(=O)[nH]c(Nc3nc(C)c4ccccc4n3)n2)s1 | 84* |
| c1cc2c3c(cccc3c1)C(N1CCN(C3=Nc4cccc5cccc3c45)CC1)=N2 | 45 |
| C/C(=N\Nc1cc(Cl)nc(C)n1)c1ccc(C)cc1 | 5 |
| COc1ccc(-c2onc3ccc(Cl)cc23)cc1OC | 7 |
| O=C(NCCCn1ccnc1)/C(=C/c1ccco1)NC(=O)c1ccccc1 | -3 |
| N#Cc1cc2c(=O)n3ccccc3nc2n(Cc2cccnc2)c1=N | 9 |
| Cc1ccc(-c2cc3nc4c(c(=O)n3[nH]2)CCCC4)cc1 | -1 |
| CCOC(=O)CNC(=O)C(Cc1ccccc1)NS(=O)(=O)c1ccc2c(c1)CCC(=O)N2 (stereo not drawn) | -8 |
| Cc1ccnc(SCCn2c(N3CCOCC3)nc3c2c(=O)n(C)c(=O)n3C)n1 | -3 |
| COCCn1nnnc1C(c1ccccc1OC)N1CCc2ccccc2C1 (stereo not drawn) | 85* |
| Nc1nc(CSc2nnnn2-c2ccc(F)c(Cl)c2)nc(N2CCOCC2)n1 | 1 |
| O=C(CCN1C(=O)S/C(=C\c2ccccc2)C1=O)N1CCOCC1 | 4 |
| O=c1c2c3c(sc2n2c(=S)[nH]nc2n1Cc1ccccc1)CN(Cc1ccccc1)CC3 | 24 |
| O=C(NCc1ccccn1)C1CC(=O)N(C2CCCC2)C1 (stereo not drawn) | -10 |
| Cc1ccnc(SCCn2c(N(C)Cc3ccccc3)nc3c2c(=O)n(C)c(=O)n3C)n1 | 35 |
| CC(c1cccnc1)N(CCN(C)C)C(=O)Nc1ccc(Cl)c(Cl)c1 (stereo not drawn) | 37 |
| O=C(CSc1nnc(-c2ccccc2NC(=O)c2ccccc2)o1)OC1CCCCC1 | -7 |
| CN(Cc1ccccc1)Cc1nc2c(c(=O)n(C)c(=O)n2C)n1CCc1ccccc1 | 18 |
| O=C(O)C(NC(=O)c1ccccc1)=C(Cl)Cl | -6 |
| COc1cc(C(=O)N2CCC(N3CCCCCC3)CC2)cc(OC)c1OC | 50 |
| CS(=O)(=O)N1CCc2cc(-c3csc(NCC4CCCO4)n3)ccc21 (stereo not drawn) | 3 |
| CCC1(C(=O)OC)NC(c2cccc(F)c2)C2C(=O)N(C)C(=O)C21 (stereo not drawn) | -6 |
| Cc1cccc(C)c1NC(=O)C(c1ccccc1)N1CCC2(CC1)OCCO2 (stereo not drawn) | -6 |
| C=CCOc1ccc(C2C(C(=O)c3cccs3)=C(O)C(=O)N2c2nnc(C)s2)cc1 (stereo not drawn) | -23 |
| O=C(CSc1nc2ccccc2c(=O)n1Cc1ccco1)NCc1ccccc1 | -5 |
| COC(=O)c1cc(OC)c(OC)cc1NC(=O)c1ccc(Br)o1 | -1 |
| c1ccc(CC2CCN(c3nc(N4CCOCC4)nc(N4CCOCC4)n3)CC2)cc1 | -3 |
| CCCCCn1c(CN2CCN(C(=O)OCC)CC2)nc2c1c(=O)n(C)c(=O)n2C | -5 |
| COc1ccccc1C/C(N)=N/OC(=O)COc1ccc(C)cc1C | -5 |
| COc1ccc(/C=C2\CCc3ccccc3C2=O)cc1Cn1nc(C)c(Br)c1C | 1 |
| Cc1onc(-c2ccccc2)c1-c1n[nH]c(=S)n1-c1ccccc1 | -3 |
| Cc1sc(NC(=S)NC(=O)c2ccccc2)c(C#N)c1C | -9 |
| Cc1cc(=O)[nH]c(/N=C(/NC(=O)c2ccccc2)Nc2ccc3c(c2)OCCO3)n1 | 1 |
| O=C(CCc1nc(-c2ccc(Cl)cc2)no1)OCc1ccc(Br)cc1 | 1 |

Continued.
| SMILES | Lmaj promast |
| --- | --- |
| CC1CN(C(=O)/C=C/c2cccc([N+](=O)[O-])c2)CC(C)O1 (stereo not drawn) | -5 |
| COc1ccc(OC)c(NC(=O)c2cnc3ccccn3c2=O)c1 | 6 |
| CCCCCCCCS(=O)c1sc2nc3c(cc2c1N)CCCC3 (stereo not drawn) | 0 |
| Cc1oc2nc(SCC(=O)NC3CCCCC3)nc(N)c2c1C | 22 |
| CCCCCCCc1nc2c(=O)[nH]c3ccccc3c2o1 | -5 |
| COc1ccc(-n2c(=O)c3c4c(sc3n3c(C)nnc23)CCCC4)cc1 | -2 |
| COc1ccc2c3c(cccc13)NN=C2C | 101* |
| CC(C)(C)NC(=O)Cn1nnc(-c2ccccc2NC(=O)c2ccco2)n1 | -3 |
| COc1ccc(-c2noc(CN(C)S(=O)(=O)c3ccccc3)n2)cc1OC | -1 |
| C/C(=C\C(=O)c1ccc(Cl)cc1)Nc1ccc(Br)cc1 | -4 |
| Cc1cccc(C(C#N)c2nc3ccccc3nc2C(F)(F)F)c1 (stereo not drawn) | 5 |
| O=C(CN1CCN(C(=O)c2ccco2)CC1)Nc1ccc2c(c1)OCO2 | 5 |
| Cc1c(Cl)cccc1NC(=S)NCc1ccc(Cl)cc1 | -1 |
| N#Cc1c(N)nc2c(c1-c1ccco1)CCCCC2 | -3 |
| Cc1cccn2c(N)c(-c3ccccc3)nc12 | -1 |
| Cc1c2c(n3c(nc4ccccc43)c1C#N)N(Cc1cccnc1)CC2 | 0 |
| O=C(CSc1nnc2scc(-c3ccccc3)n12)Nc1nsc(-c2ccc(Cl)cc2)n1 | 4 |
| c1ccc(-n2c(Cc3cccnc3)nc3cnccc32)cc1 | 12 |
| C=CCn1c(SCC(=O)NCc2ccco2)nc2sc(C)c(C)c2c1=O | -3 |
| O=C(CSc1ccc2nnc(-c3ccc(F)cc3)n2n1)N1CCOCC1 | 12 |
| O=C(c1ccccc1)N1CCN(C(=O)c2ccncc2)CC1 | -4 |
| Cc1ccc(NC(=S)N2CCN(Cc3ccc4c(c3)OCO4)CC2)c(C)c1 | 89* |
| COc1ccc(OC)c(C2C(C(=O)c3ccc(C)o3)=C(O)C(=O)N2CCCN2CCOCC2)c1 (stereo not drawn) | -4 |
| N#Cc1c(N)nc(SC2CCCCC2=O)c(C#N)c1-c1ccco1 (stereo not drawn) | 6 |
| O=C1c2ccccc2C(=O)N1Cc1cc(-c2ccc(Cl)cc2)no1 | -8 |
| CCOC(=O)Cn1c(=O)c(-c2ccccc2NCc2ccccc2)nc2ccccc21 | 0 |
| CC(NC(=O)COc1ccccc1)C1COc2ccccc2O1 (stereo not drawn) | -6 |
| COc1cccc2cc(-c3cn4ccc(C)cc4n3)c(=O)oc12 | 6 |
| CC(=O)Nc1ccc(NC(=O)C2CCN(c3c(Cc4ccccc4)c(C)nc4ncnn34)CC2)cc1 | -2 |
| Cc1cccc2cc(CN(Cc3ccccc3)C(=O)N3CCOCC3)c3nnnn3c12 | 0 |
| COc1cc(NS(=O)(=O)c2ccc(N/C=C\C(=O)c3ccc(C)cc3)cc2)nc(OC)n1 | -7 |
| Cc1[nH]n(-c2ccc([N+](=O)[O-])cc2)c(=O)c1N=Nc1nc2ccccc2s1 | -6 |
| COC(=O)c1sc(NC(=O)c2cnccn2)c(C(=O)OC)c1C | 5 |
| COc1ccc(C(c2nnnn2CS(=O)(=O)c2ccc(C)cc2)N2CCN(Cc3ccccc3)CC2)cc1 (stereo not drawn) | 63* |
| Cc1cccc(-n2c(SCC(=O)NCc3ccco3)nnc2-c2ccco2)c1 | 1 |
| CC(C)Oc1ccc(C2C(C(=O)c3ccco3)=C(O)C(=O)N2CCCN(C)C)cc1 (stereo not drawn) | -3 |
| CCn1c(=O)c2ccccc2n2c(SCC(=O)N3CCCc4ccccc43)nnc12 | 3 |
| Cn1c(=O)c2c(nc(CN3CCN(c4ccccc4)CC3)n2CCCc2ccccc2)n(C)c1=O | 10 |
| Cc1c(C(=O)NCCN2CCOCC2)sc2nc(-c3ccc(F)cc3)cn12 | 47 |
| O=C(CC1Sc2ccccc2NC1=O)Nc1cccc(-c2nnc3n2CCCCC3)c1 (stereo not drawn) | -2 |
| CCC1(C)Cc2c(sc3c2c(=O)n(C)c2nnc(SCC(=O)c4ccccc4)n32)CO1 (stereo not drawn) | 8 |
| CCOc1ccc(C(c2nnnn2Cc2ccccc2)N2CCN(C(=O)c3ccco3)CC2)cc1 (stereo not drawn) | 23 |
| Cc1ccccc1NC(=O)CNc1ccccc1N1CCCCC1 | 22 |
| COc1ccc(O)c(C(=O)/C=C/c2cc3ccccc3o2)c1 | 4 |
| O=C(Nc1ccc(OCC(F)(F)C(F)F)c(C(F)(F)F)c1)c1ccccc1 | 2 |
| Cc1c(C=O)cnn1CCC(=O)O | -1 |
| COC1(OC)C(/C=C/c2ccc(C)cc2)C(C#N)(C#N)C1(OC)OC (stereo not drawn) | 48 |
| CCOC(=O)c1cc(-c2ccccc2)sc1NC(=O)CN1C(=O)c2ccccc2C1=O | -6 |
| CSc1nc(SCC(=O)NCc2ccco2)c2c3c(sc2n1)CN(C)CC3 | 18 |
| CCn1c(NCc2c[nH]c3ccccc23)nc2ccccc21 | 12 |
| COc1ccc(NC(=S)NCCN2CCOCC2)c(OC)c1 | -2 |
| Cc1cc(N2CCCCCC2)nc2ccc(F)cc12 | 16 |
| COc1ccc(CCNC(=O)c2c(O)c3c([nH]c2=O)CCCC3)cc1OC | 6 |

The list is partial; the hit share may differ from the screen's.
